# Screening data from PubChem BioAssay.
# GPR151 activ: activators of human GPR151, primary screen, cell-based, PathHunter beta-arrestin, luminescence; PathHunter beta-arrestin GPR151 cells; hit rate 1% among 650,000; activation, % at 11.2 µM; in the data active = activation above about 4.9%;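 note: 0% = median of compound wells and 100% = cells with positive control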
# Target sequence (Q8TDV0 whole entry, looked up): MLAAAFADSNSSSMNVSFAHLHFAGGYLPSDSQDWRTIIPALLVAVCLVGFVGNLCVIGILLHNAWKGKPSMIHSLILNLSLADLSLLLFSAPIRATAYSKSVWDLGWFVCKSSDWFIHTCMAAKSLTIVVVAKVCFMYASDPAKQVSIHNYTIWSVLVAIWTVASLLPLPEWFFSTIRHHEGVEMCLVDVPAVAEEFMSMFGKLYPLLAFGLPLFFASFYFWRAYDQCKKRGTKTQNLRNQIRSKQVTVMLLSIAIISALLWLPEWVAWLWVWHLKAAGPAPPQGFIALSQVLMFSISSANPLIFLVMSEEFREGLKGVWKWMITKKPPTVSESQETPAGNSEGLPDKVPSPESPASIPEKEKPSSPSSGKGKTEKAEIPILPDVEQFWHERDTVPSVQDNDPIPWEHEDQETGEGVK
# TEAD-YAP inh: TEAD-YAP interaction inhibition, primary screen, TEAD-YAP interaction inhibitor project, luminescence, HEK-TIYL cells. hit rate 1.4% among 640,000. TEAD-Gal4/YAP UAS-luciferase luminescence. inhibition, % at 9.12 µM; in the data active = inhibition above about 32%;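 note: 0% = median of test compound wells and 100% = reference inhibitor wells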
# FBW7 activator: FBW7 E3 ligase activators, primary screen, biochemical, AlphaScreen, human; F-box/WD repeat-containing protein 7 (Homo sapiens), Q969H0; AlphaScreen FBW7–phospho-cyclin E peptide binding, activator screen; normalized activity (activation), % at 26.1 µM; hit rate 0.13% among 650,000; in the data active = normalized activity above about 1.9%;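 note: purified mutant Fbw7 with reduced substrate affinity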
# MITF inh: MITF inhibitors, primary screen, biochemical, AlphaScreen, human | Microphthalmia-associated transcription factor (Homo sapiens), O75030 | AlphaScreen MITF homodimerization, bead proximity signal | inhibition, % at 2.6 µM | hit rate 0.91% among 650,000 | AID 1259374, 2018; in the data active = inhibition above about 50%;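 note: 0% = vehicle wells with protein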
# Target sequence (O75030 whole entry, looked up): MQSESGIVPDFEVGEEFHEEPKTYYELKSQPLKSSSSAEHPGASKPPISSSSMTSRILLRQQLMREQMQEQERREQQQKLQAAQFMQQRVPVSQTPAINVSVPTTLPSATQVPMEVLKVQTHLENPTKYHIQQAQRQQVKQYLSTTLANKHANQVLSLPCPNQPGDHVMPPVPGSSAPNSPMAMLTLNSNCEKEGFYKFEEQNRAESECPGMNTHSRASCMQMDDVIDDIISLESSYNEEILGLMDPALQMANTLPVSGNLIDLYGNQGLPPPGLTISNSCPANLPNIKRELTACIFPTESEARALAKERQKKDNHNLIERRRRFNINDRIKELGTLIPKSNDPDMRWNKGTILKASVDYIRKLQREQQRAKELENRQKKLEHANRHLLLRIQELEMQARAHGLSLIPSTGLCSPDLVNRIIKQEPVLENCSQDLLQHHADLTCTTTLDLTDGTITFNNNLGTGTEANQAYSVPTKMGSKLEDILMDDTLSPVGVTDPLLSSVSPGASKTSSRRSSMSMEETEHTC
# Active calls of the source: *.
SMILES,GPR151 activ,TEAD-YAP inh,FBW7 activator,MITF inh
O=C(N/N=C/c1cc2c(cc1[N+](=O)[O-])OCO2)c1cccc([N+](=O)[O-])c1,1.8,5,0.0,11
O=C(Nc1ccc2[nH]ncc2c1)[C@H]1CCCN1C(=O)[C@@H](O)c1ccccc1Cl,-0.1,10,0.0,13
COc1ccc(C)cc1NC(=O)c1c(C)nn(-c2ccccc2)c1Cl,-1.7,8,0.0,8
NC(=O)c1c(NC(=O)c2cccc(Cl)c2)sc2c1CCCC2,0.3,7,-0.1,-1
COc1ccc(Nc2nc(Cc3ccccc3)nc3sc(C)c(C)c23)c(OC)c1,0.1,1,-0.2,2
COc1cc(C(=O)NCCC(=O)N2CCc3ccccc32)cc(OC)c1OC,0.5,1,-0.1,6
CCCCCOC(=O)CSc1nc2sc3c(c2c(=O)n1-c1ccc(C)cc1)CCCC3,-0.1,-3,0.1,-9
Cn1c(C(C#N)C(=O)c2cncc(Br)c2)nc2ccccc21 (stereo unspecified),0.3,4,0.4,12
CCOc1ccc(NC(=O)CC(C(=O)O)C2CCCO2)cc1 (stereo unspecified),0.0,7,0.1,11
Cc1cc([N+](=O)[O-])nn1CCCC(=O)NC1CCCCC1,-0.3,-2,0.0,0
Fc1ccc(COc2ccc(/C=N/n3cnnc3)cc2)cc1,-4.4,-20,0.0,3
COc1ccccc1NC(=O)CSC1=NC(=O)C(Cc2ccccc2)C(=O)N1 (stereo unspecified),1.5,0,0.1,11
CCC(C)NC(=O)C1c2ccccc2C(=O)N1Cc1ccc(OC)cc1 (stereo unspecified),1.2,-2,-0.1,-9
OCCNCCCCCOc1ccccc1F,-0.3,1,0.0,-3
COc1ccc(-c2nc(-c3ccc(F)cc3)[nH]c2-c2ccc(OC)cc2)cc1,-0.4,-4,-0.1,-3
NC(=O)COc1ccc(/C=N/NC(=O)C(=O)N2CCCC2)cc1,-1.1,10,0.0,-26
COc1cc([N+](=O)[O-])ccc1NC(=S)NC(=O)c1ccco1,1.0,2,-0.1,-6
CC(C)CC1=NN2C(=N)/C(=C/c3cn(CCOc4ccccc4)c4ccccc34)C(=O)N=C2S1,1.7,-11,0.2,0
CC1=C(C(=O)OCCOc2ccccc2)C(c2ccc(O)cc2)NC(=O)N1 (stereo unspecified),0.3,-16,0.0,8
CCCNC(=O)Cn1cc(OC)c(=O)cc1CSc1nc(C)cc(C)n1,-0.5,10,0.3,10
O=C(CNS(=O)(=O)c1ccccc1)NCC(=O)Nc1ccccc1,-1.0,-6,0.1,5
Cn1ccnc1C1(O)CC2CCC(C1)N2C(=O)N1c2ccccc2Sc2ccccc21 (stereo unspecified),0.2,-13,0.1,13
CCc1ccc(-c2nc(CN3CCC(C(=O)NC(C)CC)CC3)c(C)o2)cc1 (stereo unspecified),0.8,-7,-0.2,7
Nc1nc(Nc2ccc(Oc3ccccc3)cc2)cc(-c2csc3ccccc23)n1,6.7*,52*,0.0,5
Cc1cc(NCc2ccco2)nc2ccccc12,1.1,-4,0.4,0
Oc1ccc(-c2cnc3c(NCc4ccco4)nccn23)cc1,1.2,-72,-0.4,7
COCCN(Cc1c(C(=O)N2CCCCCC2)nc2cc(C)ccn12)C(C)C,3.1,-11,-0.1,-5
O=C(N/N=C/c1ccc(O)cc1O)N/N=C/c1ccc(O)cc1O,-1.8,-19,-0.5,7
O=C(Nc1cc(Cl)ccc1Cl)c1nn2c(C(F)(F)F)cc(-c3cccs3)nc2c1Br,0.5,-11,0.1,-7
Cc1n[nH]c(C)c1CCN(C)c1nc2nonc2nc1N1CCCCC1,-0.6,-3,0.0,-7

# Exported with two lines to a compound: part of the list above.
# Fields: GPR151 activ, TEAD-YAP inh, FBW7 activator, MITF inh
Fc1ccc(COc2ccc(/C=N/n3cnnc3)cc2)cc1
    -4.4, -20, 0.0, 3
COc1ccccc1NC(=O)CSC1=NC(=O)C(Cc2ccccc2)C(=O)N1 (stereo unspecified)
    1.5, 0, 0.1, 11
CCC(C)NC(=O)C1c2ccccc2C(=O)N1Cc1ccc(OC)cc1 (stereo unspecified)
    1.2, -2, -0.1, -9
OCCNCCCCCOc1ccccc1F
    -0.3, 1, 0.0, -3
COc1ccc(-c2nc(-c3ccc(F)cc3)[nH]c2-c2ccc(OC)cc2)cc1
    -0.4, -4, -0.1, -3
NC(=O)COc1ccc(/C=N/NC(=O)C(=O)N2CCCC2)cc1
    -1.1, 10, 0.0, -26
COc1cc([N+](=O)[O-])ccc1NC(=S)NC(=O)c1ccco1
    1.0, 2, -0.1, -6
CC(C)CC1=NN2C(=N)/C(=C/c3cn(CCOc4ccccc4)c4ccccc34)C(=O)N=C2S1
    1.7, -11, 0.2, 0
CC1=C(C(=O)OCCOc2ccccc2)C(c2ccc(O)cc2)NC(=O)N1 (stereo unspecified)
    0.3, -16, 0.0, 8
CCCNC(=O)Cn1cc(OC)c(=O)cc1CSc1nc(C)cc(C)n1
    -0.5, 10, 0.3, 10
O=C(CNS(=O)(=O)c1ccccc1)NCC(=O)Nc1ccccc1
    -1.0, -6, 0.1, 5
Cn1ccnc1C1(O)CC2CCC(C1)N2C(=O)N1c2ccccc2Sc2ccccc21 (stereo unspecified)
    0.2, -13, 0.1, 13
CCc1ccc(-c2nc(CN3CCC(C(=O)NC(C)CC)CC3)c(C)o2)cc1 (stereo unspecified)
    0.8, -7, -0.2, 7
Nc1nc(Nc2ccc(Oc3ccccc3)cc2)cc(-c2csc3ccccc23)n1
    6.7*, 52*, 0.0, 5
Cc1cc(NCc2ccco2)nc2ccccc12
    1.1, -4, 0.4, 0
Oc1ccc(-c2cnc3c(NCc4ccco4)nccn23)cc1
    1.2, -72, -0.4, 7
COCCN(Cc1c(C(=O)N2CCCCCC2)nc2cc(C)ccn12)C(C)C
    3.1, -11, -0.1, -5
O=C(N/N=C/c1ccc(O)cc1O)N/N=C/c1ccc(O)cc1O
    -1.8, -19, -0.5, 7
O=C(Nc1cc(Cl)ccc1Cl)c1nn2c(C(F)(F)F)cc(-c3cccs3)nc2c1Br
    0.5, -11, 0.1, -7
Cc1n[nH]c(C)c1CCN(C)c1nc2nonc2nc1N1CCCCC1
    -0.6, -3, 0.0, -7

# (cont.)
SMILES,GPR151 activ,TEAD-YAP inh,FBW7 activator,MITF inh
CCOC(=O)C1=C(c2ccccc2)N=c2s/c(=C\c3ccc(-c4cccc(C(F)(F)F)c4)o3)c(=O)n2C1c1ccc(OC)cc1 (stereo unspecified),-1.0,1,0.3,23
COc1cccc(C(=O)Nc2nnc(C3=COCCO3)o2)c1OC,0.4,4,0.0,13
COc1ccc(C(=O)NCc2nnc(SCC(=O)N3N=C(c4cccs4)CC3c3ccc(C)cc3)n2-c2cccc(C)c2)cc1OC (stereo unspecified),-0.5,2,-0.1,-4
COc1cc(/C=C2/N=C(c3cccs3)OC2=O)ccc1OC(=O)c1ccccc1,0.3,5,0.1,-6
O=C1/C(=C\c2ccco2)NC(=S)N1c1ccccc1,0.1,-13,-0.8,31
CCSc1sc(CC)c(C(=O)O)c1/C=N/NC(=O)c1ccccc1[N+](=O)[O-],0.6,-1,0.0,2
O=C(COc1ccccc1)Nc1ccc(N2CCC(NCCc3cnccn3)CC2)cc1,-2.0,-6,0.1,-2
CC1N=C2c3ccccc3N=C(SCC(=O)c3ccc(F)cc3)N2C1=O (stereo unspecified),-0.4,7,-0.2,0
C=CCC1NC2(CCCC2)Cc2c1ccc1ccccc21 (stereo unspecified),-1.1,8,-0.1,1
Cn1cc(C(=O)NCc2ccco2)c2ccccc2c1=O,-1.5,-8,0.0,10
Cc1nnc(NC(=O)CN2C(=O)c3cccc([N+](=O)[O-])c3C2=O)s1,1.3,0,-0.2,-5
CN(C)c1ccc(/C=C(\C#N)c2nc(-c3ccccc3)cs2)cc1,0.4,4,0.0,7
CC1CCN(c2ccc3nnc(-c4ccc(F)cc4)n3n2)CC1,-0.1,-9,0.7,-2
CCOc1ccccc1C(=O)NNC(=O)c1cc2cc(Br)ccc2oc1=O,1.4,-8,0.2,1
c1csc(-c2cccc3ccc(N4CCNCC4)nc23)c1,0.9,-3,0.3,-17
Cc1ccc(S(=O)(=O)N(CC(=O)N2CCN(c3ccccc3F)CC2)Cc2ccc(Cl)cc2)cc1,1.2,-22,0.1,-4
O=C(Nc1sc2c(c1C(=O)NCc1ccco1)CCC2)c1ccccc1F,-0.7,-1,0.2,1
O=C(CSc1ccccc1)Nc1nnc(-c2ccccc2Cl)o1,0.9,-8,-0.1,-2
Cc1cc(Br)ccc1NC(=O)CCNC(=O)Cn1cnc2ccccc2c1=O,0.4,4,0.5,-3
CC(CO)NC(=O)c1cnc2scc(C(C)(C)C)n2c1=O (stereo unspecified),-0.5,-5,0.2,5
COc1ccc(C2C(C(=O)N3CCOCC3)=C(C)NC3=C2C(=O)CC(C)(C)C3)c(OC)c1 (stereo unspecified),1.4,-7,0.0,3
Cc1ccc(NC(=O)c2nc[nH]c2C(=O)N2CCCCC2)c(C(=O)c2ccccc2)c1,0.0,6,0.0,0
Cn1c2ccccc2c2cc(/C=C(/NC(=O)c3ccccc3)C(=O)N3CCCCC3)ccc21,2.9,-20,0.0,3
Cc1cc(C)cc(NC(=O)N[C@H]2C[C@H]3C(=O)N[C@H](Cc4ccccc4)C(=O)N3C2)c1,0.9,9,0.6,10
COc1cccc2c1OC(c1ccccc1Cl)N1N=C(c3ccc(C)o3)CC21 (stereo unspecified),-0.7,44*,0.0,3
Cc1cc2c(=O)n(-c3cccc(Cl)c3)c(=O)[nH]c2s1,0.4,1,0.2,9
O=C(Nc1ccccc1Oc1ccccc1)c1ccno1,-1.1,2,0.4,14
N#CCn1c(CCl)nc2ccccc2c1=O,-1.3,2,0.5,16
CCCCn1c(CNC(=O)COc2ccc(Cl)cc2)nnc1SC(C)C(=O)Nc1sc2c(c1C(=O)OCC)CCC2 (stereo unspecified),-1.6,-3,0.1,-8
CCOc1ccc(Nc2ncnc3c2cnn3C)cc1,-0.1,-13,-0.1,3
Cc1cn2c(-c3ccc(Cl)cc3)nnc2s1,0.5,-3,-0.2,-7
O=C(O)Cc1ccc(Nc2cnn(C34CC5CC(CC(C5)C3)C4)c(=O)c2Cl)cc1,0.1,5,0.0,9
Cc1cc(C)cc(NC(=O)CN2C(=O)CSCC2=O)c1,-0.2,15,0.1,11
CCn1c(SCC(=O)Nc2cc(OC)ccc2OC)nc2c(c1=O)SC(C)C2 (stereo unspecified),-1.0,-1,-0.3,4
COc1ccc(/C=C/C(=O)NCc2nnc(SCC(C)C)n2C)cc1,1.3,-8,-0.1,-5
CCCN1CCC(N(C(=O)NS(=O)(=O)c2ccc(C)cc2)C2CC2)CC1,3.7,-4,0.1,-3
CN1CC(O)C[n+]2c1sc1ccccc12 (stereo unspecified),0.2,-2,1.3,18
CCOC(=O)CSC1=C(C#N)C(c2ccc(OC)c(OC)c2)CC(=O)N1 (stereo unspecified),-0.3,-14,0.6,23
Cc1nc(OCC(=O)Nc2cc(C)on2)c2ccccc2n1,0.8,7,0.0,-4
Cc1cccc(-c2nnn3c2nc(N2CCCC2)c2ccccc23)c1,0.1,-3,0.8,5
O=C(NC1CCCC1)c1ccc(CS(=O)(=O)c2ccccc2)o1,-1.0,-4,-0.1,15
COc1cccc(C2NC(=O)NC(C)=C2C(=O)Nc2cc(OC)ccc2OC)c1 (stereo unspecified),1.4,1,0.1,3
CN(c1ccc(C(N)=O)cc1[N+](=O)[O-])C1CCCCC1,1.6,-4,-0.2,-3
Cc1ccc(C2=C/C(=C/c3ccc(C)c([N+](=O)[O-])c3)C(=O)O2)c(C)c1,0.4,-18,0.1,0
CC1(C)Nc2ccccc2-c2c1ssc2=Nc1ccccc1,3.6,-14,-0.2,6
C=CCNC(=O)CN1CCN(c2cccc(C(F)(F)F)c2)CC1,0.7,-11,0.1,0
CCCCCOC(=O)c1cccc(N2C(=O)C3C4CCC(C4)C3C2=O)c1 (stereo unspecified),2.1,5,0.0,10
Cc1sc2ncn(CC(=O)Nc3ccc(F)cc3F)c(=O)c2c1S(=O)(=O)N1CCCCC1,0.5,-12,0.1,15

# A draw from above in order of molecular weight, smallest number first:
SMILES,GPR151 activ,TEAD-YAP inh,FBW7 activator,MITF inh
Cc1nc(OCC(=O)Nc2cc(C)on2)c2ccccc2n1,0.8,7,0.0,-4
CC(C)CC1=NN2C(=N)/C(=C/c3cn(CCOc4ccccc4)c4ccccc34)C(=O)N=C2S1,1.7,-11,0.2,0
CCCCn1c(CNC(=O)COc2ccc(Cl)cc2)nnc1SC(C)C(=O)Nc1sc2c(c1C(=O)OCC)CCC2 (stereo unspecified),-1.6,-3,0.1,-8
